TLR9-MyD88 block: blocks human TLR9 binding to MyD88. CHO BLA complementation TLR9-MyD88, CCF4 FRET ratio. inhibition, % at 4.98 µM. actives 0.21% (n = 340,000). AID 504734;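 active = inhibition above the mean over all tested compounds plus 3 SD, cut at about 21% in these data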;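 also: 0% = DMSO only wells and 100% = clavulanate BLA inhibitor control wells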
Target sequence (Q99836 whole entry, looked up): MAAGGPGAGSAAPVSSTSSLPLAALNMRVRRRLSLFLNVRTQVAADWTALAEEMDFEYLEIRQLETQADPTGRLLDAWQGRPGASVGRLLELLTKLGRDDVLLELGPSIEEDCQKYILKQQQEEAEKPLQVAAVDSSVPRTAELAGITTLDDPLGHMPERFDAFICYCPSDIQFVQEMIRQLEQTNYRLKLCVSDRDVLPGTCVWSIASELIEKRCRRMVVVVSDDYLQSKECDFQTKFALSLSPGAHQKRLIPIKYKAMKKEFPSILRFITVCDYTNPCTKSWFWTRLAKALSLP
Target sequence (Q9NR96 whole entry, looked up): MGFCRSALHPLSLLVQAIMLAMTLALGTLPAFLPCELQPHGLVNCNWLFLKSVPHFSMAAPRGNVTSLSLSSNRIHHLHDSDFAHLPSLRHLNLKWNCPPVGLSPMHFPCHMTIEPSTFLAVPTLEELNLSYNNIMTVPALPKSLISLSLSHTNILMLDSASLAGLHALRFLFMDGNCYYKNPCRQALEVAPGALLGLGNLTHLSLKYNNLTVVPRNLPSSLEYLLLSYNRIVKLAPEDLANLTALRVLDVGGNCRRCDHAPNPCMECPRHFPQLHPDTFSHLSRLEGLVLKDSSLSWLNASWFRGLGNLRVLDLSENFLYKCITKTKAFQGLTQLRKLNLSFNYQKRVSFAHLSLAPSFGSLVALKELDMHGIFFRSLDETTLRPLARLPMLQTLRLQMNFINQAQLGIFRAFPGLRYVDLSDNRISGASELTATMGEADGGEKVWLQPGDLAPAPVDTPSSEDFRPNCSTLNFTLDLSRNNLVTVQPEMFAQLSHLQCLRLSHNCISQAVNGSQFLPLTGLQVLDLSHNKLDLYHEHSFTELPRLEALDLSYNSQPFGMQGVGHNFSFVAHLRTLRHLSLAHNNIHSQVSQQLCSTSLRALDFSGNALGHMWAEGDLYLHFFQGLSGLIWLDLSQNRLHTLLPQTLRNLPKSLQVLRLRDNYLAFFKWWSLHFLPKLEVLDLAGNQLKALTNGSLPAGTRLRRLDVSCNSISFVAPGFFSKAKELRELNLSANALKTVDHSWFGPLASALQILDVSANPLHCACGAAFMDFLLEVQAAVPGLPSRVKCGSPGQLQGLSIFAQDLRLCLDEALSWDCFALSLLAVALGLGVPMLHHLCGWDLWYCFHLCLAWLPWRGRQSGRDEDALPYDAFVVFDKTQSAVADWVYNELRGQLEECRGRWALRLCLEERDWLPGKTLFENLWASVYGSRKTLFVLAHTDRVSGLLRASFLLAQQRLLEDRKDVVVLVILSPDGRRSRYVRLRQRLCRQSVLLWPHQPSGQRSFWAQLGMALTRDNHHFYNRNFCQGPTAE
aDG glyco up: increases alpha dystroglycan glycosylation; Pro5-aDG cells, alpha-DG glycosylation AlphaScreen (IIH6); 0% Pro5, 100% B10-LARGE cell signal; activation, % at 10 µM; actives 0.22% (n = 360,000);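 active = activation of at least 8% versus controls, or a plate z-score of at least 8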;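 also: Pro5 are CHO cells carrying HIG-tagged alpha-DG that lacks glycosylation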
ABCB6 inh MLPCN: inhibitors of human ABC transporter ABCB6; K562-ABCB6 porphyrin accumulation, flow cytometry, 1 h; hits give low values; AID 602162; actives 0.19% (n = 360,000); fluorescence ratio to DMSO, % at 10 µM;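 active = fluorescence ratio to DMSO below 75%, the collection mean minus 3 SD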;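 also: signal is porphyrin accumulated inside mitochondria; 100% equals median channel fluorescence of DMSO control wells; lower ratio means ABCB6 inhibition with less porphyrin fluorescence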
MC4R ag barr: activates human MC4R beta-arrestin recruitment. AID 540308. actives 0.98% (n = 360,000). U2OS MC4R beta-arrestin complementation, luminescence; percent of melanotan II response, DMSO zero. P32245. activation, % at 8.9 µM;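 active = activation above a per-plate cutoff, the mean activation of sample wells on that plate plus 3 SD, cut at about 8% in these data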
NOD2-RIPK2 inh: blocks binding of human NOD2 to RIPK2 | O43353 | inhibition, % at 4.98 µM | actives 0.38% (n = 360,000) | CHO BLA complementation NOD2-RIPK2, CCF4 ratio | AID 624267; in the data active = inhibition above about 21%;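 also: 0% = vehicle only and 100% = reference blocker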
ABHD5-PLIN5 inh: ABHD5-PLIN5 protein interaction inhibition. Split G. princeps luciferase complementation, luminescence, 4 h. inhibition, % at 4 µM. actives 0.78% (n = 360,000). AID 602281;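 active = inhibition above the mean inhibition across every tested compound plus 3 SD, cut at about 22% in these data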;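 also: 0% = DMSO only wells and the 100% control is not disclosed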
Vif inh: inhibitors of HIV Vif; AID 602346; HEK293T cells, Vif self-association by quenched fluorescence, imaging, 24 h; inhibition, % at 7.49 µM; actives 0.35% (n = 340,000); in the data active = inhibition above about 50%, passing the limit was not always enough; also: some results filed as inactive read as strong as hits
Granule exo inh: lytic granule exocytosis inhibition; TALL-104 LAMP-1 surface exposure, flow cytometry; cells stimulated with thapsigargin and PMA; inhibition, % at 10 µM; actives 0.66% (n = 360,000); AID 651702;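 active = inhibition above about 55%, limit read from the data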
Glyco luc inh: N-linked glycosylation inhibition. D54 ERlucT glycosylation luciferase reporter, 24 h; percent of 100 nM tunicamycin response. reporter increase, % at 12.5 µM. actives 0.23% (n = 360,000). AID 588692;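 active = mean luciferase reporter signal, scaled so untreated is 0 and the glycosylation-blocking control 100, at or above a set limit in every replicate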;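 also: luciferase carries N-glycosylation sites so blocking glycosylation raises the light; 0% = median of neutral control wells and 100% = median of 100 nM tunicamycin wells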
MC4R antag cAMP: antagonists of human melanocortin 4 receptor (MC4R) | inhibition, % at 6.5 µM | AID 540295 | P32245 | actives 0.48% (n = 360,000) | MC4R-expressing cells, MTII-stimulated cAMP, LANCE TR-FRET;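 active = inhibition above its plate's cutoff, the mean of tested wells on that plate plus 3 SD, cut at about 29% in these data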;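 also: 0% = Melanotan II alone and 100% = Melanotan II plus saturating MCL0020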
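system = U2OS cells with stable human MC4R expression | also added = Melanotan II challenge after compound preincubation | dosing = one concentration, 6.5 µM nominal | incubation = compound 30 min, challenge 1 h, detection 1 h | measured by = TR-FRET with Eu-cAMP and labeled anti-cAMP, 671 nm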
Numbers without * were called inactive; / = not tested or not shown.

SMILES	TLR9-MyD88 block	aDG glyco up	ABCB6 inh MLPCN	MC4R ag barr	NOD2-RIPK2 inh	ABHD5-PLIN5 inh	Vif inh	Granule exo inh	Glyco luc inh	MC4R antag cAMP
Cc1cccc(C(=O)OCC(=O)c2c(N)n(CC(C)C)c(=O)n(C)c2=O)c1[N+](=O)[O-]	-7	2.0	98	0.1	-4	1	-11	-4	-1	7
CCc1cccc(OCC2Cn3c(nc4c3c(=O)[nH]c(=O)n4C)O2)c1 (configuration not stated)	-2	0.2	100	-1.8	-4	-1	-2	8	7	0
CC(C)CC1C(=O)N(Cc2cn(Cc3ccco3)nn2)CCS(=O)(=O)N1Cc1ccc(-c2ccc(F)nc2)cc1 (configuration not stated)	0	-0.3	99	-0.8	-5	7	3	-2	2	6
Cc1noc(NS(=O)(=O)c2ccc(NC(=O)COc3ccc(C#N)cc3)cc2)c1C	4	0.0	93	-0.9	-4	-2	2	14	0	2
O=C(NCCOc1nc(N2CCOCC2)nc(N2CCOCC2)n1)Nc1ccccc1	-6	0.0	101	2.7	0	8	12	-6	1	2
COc1cccc(-c2cc(C(=O)N3CC4(C)CC3CC(C)(C)C4)no2)c1 (configuration not stated)	-4	0.2	91	1.5	-7	-6	-5	-1	-2	1
O=C(NC(=S)N1CCN(c2ccc(Cl)cc2[N+](=O)[O-])CC1)c1cccs1	-15	0.6	97	-3.7	4	6	-4	0	1	4
CCC(CC)C(=O)Nc1nc(-c2ccc3c(c2)CCN3C(=O)C2CC2)c(C)s1	9	-0.3	98	-0.2	2	-8	-8	-2	-4	9
CCOC(=O)c1[nH]c2ccc(F)cc2c1N=C(C)N(CC)CC	0	0.3	100	-1.3	-10	5	8	2	0	10
Cc1[nH]c2ccc(C(=O)OC(C)C(=O)NCc3ccccc3)cc2c1C (configuration not stated)	-9	0.1	103	-3.0	-4	-1	-12	-6	23	6
COC(=O)C1=C(O)/C(=C\c2cc(C)n(-c3ccccc3F)c2C)N=C1C	0	-0.8	95	0.2	-6	0	4	3	-2	10
CCn1nc(NS(=O)(=O)c2ccc(NC(C)=O)cc2)c2cc3cccc(C)c3nc21	3	0.2	101	-3.2	-1	0	1	0	0	5
COc1ccc(C(=O)NNC(=O)Cc2ccc(-c3ccccc3)cc2)cc1OC	5	-0.2	97	-0.2	-5	-1	4	-1	4	-2
CC1=NN(C(=O)Cc2ccc(C)cc2)C(O)(c2cccnc2)C1 (configuration not stated)	6	-0.2	94	1.3	-5	-4	-11	-2	2	-3
Cc1nn(CC(=O)N(C)C2CCC(C)CC2)c(C)c1S(=O)(=O)N(C)C (configuration not stated)	3	-0.2	97	-1.8	1	5	-7	1	0	1
COc1ccc(CNC(=O)COC(=O)CNC(=O)c2sc3ccccc3c2Cl)cc1OC	-5	-0.3	98	-0.6	10	-3	-1	-1	2	7
Cn1c(=O)c2c(nc(NCc3ccccc3)n2CCCc2ccccc2)n(C)c1=O	-4	0.9	105	3.7	-2	10	8	27	-3	-17
COc1ccc(C(=O)OCc2csc(C)n2)c(O)c1	5	-0.1	98	1.5	4	-2	2	2	0	12
O=C(Nc1ccc2c(c1)CCCN2C(=O)c1ccccc1)c1ccccc1Br	0	0.0	89	-2.5	-1	2	-3	-3	-14	5
COc1ccccc1C(=O)Nc1nc2ccccc2s1	3	-0.1	95	-0.9	9	0	5	-6	-23	5
Cc1cc(C(=O)NNC(=O)Cc2ccc(Cl)cc2)c(C)o1	5	0.1	98	-0.7	7	6	0	-3	3	-2
O=C(NC1CCCCC1)c1cccc(OCc2ccccc2)c1	-3	0.6	91	1.9	-15	-8	1	-6	-1	4
CC1=NC(C)(C)CC2CCC(O)C12 (configuration not stated)	4	-0.1	97	-1.4	8	-9	13	-9	1	6
Cc1onc(-c2ccccc2Cl)c1C(=O)OCC(=O)c1ccc2c(c1)OCCO2	-2	0.1	94	-2.1	0	-1	-14	-2	-4	-1
COc1ccc(NC(=O)CN(C)C(=O)CN2C(=O)c3ccc([N+](=O)[O-])cc3C2=O)cc1	6	-0.2	95	-0.4	-6	7	-7	-5	1	-3

Two compounds drawn at random from the list so far:
SMILES	TLR9-MyD88 block	aDG glyco up	ABCB6 inh MLPCN	MC4R ag barr	NOD2-RIPK2 inh	ABHD5-PLIN5 inh	Vif inh	Granule exo inh	Glyco luc inh	MC4R antag cAMP
Cc1cc(C(=O)NNC(=O)Cc2ccc(Cl)cc2)c(C)o1	5	0.1	98	-0.7	7	6	0	-3	3	-2
Cc1[nH]c2ccc(C(=O)OC(C)C(=O)NCc3ccccc3)cc2c1C (configuration not stated)	-9	0.1	103	-3.0	-4	-1	-12	-6	23	6

Further results follow:
SMILES	TLR9-MyD88 block	aDG glyco up	ABCB6 inh MLPCN	MC4R ag barr	NOD2-RIPK2 inh	ABHD5-PLIN5 inh	Vif inh	Granule exo inh	Glyco luc inh	MC4R antag cAMP
CC(O)CNCCOc1ccccc1OCc1ccccc1 (configuration not stated)	2	0.2	104	-1.2	-3	2	-2	6	0	6
Cc1ccc(S(=O)(=O)NCC(c2ccco2)S(=O)(=O)c2ccccc2)cc1 (configuration not stated)	-3	0.6	97	-2.0	7	-13	-4	-3	-3	-1
O=C(NCC1CCCO1)C(c1ccncc1)N(Cc1cccs1)C(=O)Cn1nnc(-c2ccc(F)cc2)n1 (configuration not stated)	-3	0.1	102	-0.1	6	3	0	-1	7	0
CC(=O)OC(C(=O)NCc1ccc2c(c1)OCO2)c1ccccc1Cl (configuration not stated)	7	0.1	97	0.1	-9	7	36	-2	0	1
CC(=O)n1cc([C@H]2C=C(C(=O)O)O[C@@H](OCCCCO)C2)c2ccccc21	-22	-0.1	97	0.6	8	7	2	-9	2	-3
COC(=O)c1sccc1NC(=O)c1c(C)noc1C	-5	0.2	108	2.0	-3	-1	12	-3	1	-2
O=C(CSc1nnc(-c2ccc(OC(F)F)cc2)o1)N1CCOCC1	1	0.1	97	-2.0	5	-3	11	2	-1	10
C/C(=N\NC(=O)c1cccs1)c1ccc2c(c1)OCO2	/	0.4	99	1.6	-5	-3	6	0	2	-7
COc1ccc(CNC(=O)CCS(=O)(=O)c2ccc3c(c2)oc(=O)n3C)cc1	-23	-0.2	97	-1.4	-7	-4	-9	0	4	12
Cc1cc(C2=NNC(=NC3CC3)SC2)c(C)n1-c1ccccc1	-16	-0.4	95	0.3	-1	-19	5	-2	-18	5
Cc1cc(=O)[nH]c2sc(C(=O)N3c4ccccc4CC3C)c(N)c12 (configuration not stated)	-10	-0.2	105	-2.2	6	-8	-8	2	0	10
Cc1ccccc1NC1=C/C(=N\S(=O)(=O)c2cccs2)c2ccccc2C1=O	-3	-0.6	109	-0.6	-6	-9	-21	34	-23	-16
S=C(Nc1ccccc1Oc1ccccc1)Nc1cccc(Cl)c1Cl	5	-0.2	100	-1.1	2	-4	-1	-2	-5	3
N#Cc1c(Cl)cccc1-n1ccnc1	-4	0.5	85	0.5	-14	18	14	-2	1	-13
NS(=O)(=O)c1ccc(CNC(=O)c2cc(-c3cccnc3)nc3ccc(Cl)cc23)cc1	-1	-0.2	99	-1.1	5	-3	-5	6	5	1
Cc1ccc(-c2ccnc3c(Cl)c(C)nn23)cc1	-1	0.0	98	0.7	2	-7	-8	-10	-1	0
CC1(C(=O)NS(=O)(=O)c2ccccc2Cl)CCN1C(=O)CC1CCCC1 (configuration not stated)	/	-0.1	99	0.7	-11	1	5	0	0	11
CCOC(=O)c1c(SC)nc(SC)c2c1CCC2	-3	0.1	100	1.5	-2	4	-5	-2	1	3
CC(=O)c1cccc(OCC(=O)N2CCN(c3ccc(C(F)(F)F)cn3)CC2)c1	-1	0.0	88	-3.6	-4	-5	1	2	0	2
CC1(c2nnnn2-c2ccc3c(c2)OCCO3)CCC(=O)N1CCCN1CCOCC1 (configuration not stated)	/	-0.1	96	/	-6	-1	/	7	/	/
N#Cc1ccccc1Cn1c(=O)n(C2CCCC2)c(=O)c2ccccc21	0	0.1	93	1.2	-5	-1	-23	-1	-3	10
Cc1ccc(-n2c(N)c(-c3nc4ccccc4n3C)sc2=S)cc1	-9	-0.3	108	-2.2	3	-3	3	0	-9	14
CCNC(=O)CSc1nnc(-c2cc(-c3ccc(Cl)cc3)nc3ccccc23)o1	-5	0.1	103	2.6	-2	-1	-6	0	-1	19
COCCCn1c(=O)c2sccc2n(Cc2ccc(C)cc2)c1=O	2	0.0	95	-0.8	0	-4	-5	5	-1	-4
COc1ccc(C(=O)NC(C)CCn2cccn2)cc1OC1CCN(C(C)C)CC1 (configuration not stated)	-9	-0.1	104	-2.1	-6	-2	-2	-8	0	10
O=C(CCCCn1c(=O)c2ccccc2n(CC(=O)Nc2cccc(F)c2)c1=O)NCc1ccco1	4	-0.2	93	-1.1	6	4	/	2	0	20
CC(CNC(=O)c1ccc(N)cc1)NC(=O)c1ccc(N)cc1 (configuration not stated)	-7	-0.1	101	-2.2	-5	3	3	-6	2	3
COc1ccc(-c2cc(C(=O)OCC(=O)Nc3ccc4c(c3)OCO4)c3ccccc3n2)cc1	3	-0.3	100	2.2	-7	-2	-3	1	5	3
COc1ccc(CCNC(=O)C(=O)NCC2OCCN2S(=O)(=O)c2ccc(Br)cc2)cc1 (configuration not stated)	-6	-0.2	99	1.1	-6	10	-11	-1	3	-6
CCOc1ccc(C(=O)N(Cc2ccc(N(C)C)cc2)C2CCS(=O)(=O)C2)cc1 (configuration not stated)	4	0.1	99	0.9	0	3	12	-2	-1	-8
COc1ccc(CN2C3CCCC2CC(NC(=O)c2cccc(F)c2)C3)cc1 (configuration not stated)	0	-0.1	95	1.1	8	-3	-1	-5	-3	21
CC1(C)Oc2ccc3ccc(=O)oc3c2/C(=C/NC2CCCCC2)C1=O	-5	-0.3	94	0.0	-2	-2	2	-2	-1	-5
O=C(Nc1ccccc1C(=O)N1CCOCC1)c1cccnc1	-5	0.0	104	-1.8	-2	0	-10	-7	0	7
CC(C)(C)OC(=O)NCCc1onc(-c2cccc([N+](=O)[O-])c2)c1C(=O)O	-3	-0.1	107	-1.3	-12	2	-3	0	1	-1
CCCCCCC(CC(=O)NCc1cccnc1)CC(=O)NCc1cccnc1	-6	-0.1	95	-1.8	-4	2	-2	-1	1	5
CCOC(=O)N1CCN(C(=O)c2nn(-c3ccc(C)cc3)c(=O)c3c2c2ccccc2n3C)CC1	-2	0.7	79	-4.2	-10	-6	/	0	3	-2
COc1ccc(C(=O)Nc2nnc(S(=O)(=O)Cc3ccc(F)cc3)s2)cc1	5	0.7	100	-1.4	-16	6	-10	-3	1	7
CCOC(=O)C1=C(C)N=c2sc(=Cc3ccc(OCC(=O)O)cc3)c(=O)n2C1c1ccc(Cl)cc1 (configuration not stated)	/	-0.2	100	-1.3	8	-8	-15	9	-1	6
COC(=O)c1cc(NC(=O)CC(=O)c2cccc(N)c2)cc(C(=O)OC)c1	0	-0.1	99	0.2	-11	7	-2	-3	4	-1

Not all compounds are listed, so the mix of outcomes need not match the whole.
